Screens (PubChem BioAssay)
KB-V1 cytotox = qHTS assay for MDR1-selective chemotherapeutics: Primary screen using the drug-selected MDR subline cells KB-V1; KB-V1 MDR cells viability, CellTiter-Glo, 72 h; Potency, µM (top dose mostly 46.1 µM), without a hit: top-dose activity change, negative = cytotoxicity, actives largely listed as cytotoxic; 3.4% of 400,000 active; note: nearly all actives have a fitted effect of over 60% in size
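Compound-treated KB-V1 multidrug-resistant cells, 72 h, 37 degrees C; viability by CellTiter-Glo. Fitted qHTS curves give the values.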
KB-3-1 cytotox = qHTS assay for MDR1-selective chemotherapeutics: Primary screen using the parental adenocarcinoma cell KB-3-1; 1.4% of 400,000 active; KB-3-1 viability, CellTiter-Glo ATP luminescence, 72 h; Potency, µM (series often up to 46.1 µM), for the others: at the top dose activity change, negative = cytotoxic, actives largely listed as cytotoxic; AID 1347075, 2019; note: nearly all actives have a fitted effect of over 60% in size
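Parental KB-3-1 adenocarcinoma cells in phenol-red-free DMEM with 10% FBS were pin-treated with compounds at several concentrations, incubated 72 h at 37 °C, and viability read by CellTiter-Glo luminescence; concentration-effect curves were fitted after normalization.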
ATXN2 expr inh = Primary qHTS for Inhibitors of ATXN expression; Potency, µM (series often up to 57 µM), inactives show at the top dose activity change, negative = inhibition, usual class: inhibitors; 0.72% of 360,000 active; AID 1745845, 2022; HEK-293 ATXN2-luciferase reporter, luminescence, 24 h; note: nearly all actives have a fitted effect of over 55% in size
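ATXN2-luciferase reporter cells (luciferase flanked by upstream and downstream ATXN2 gene portions) were treated 24 h at 37 °C with compounds at up to 57 uM. SteadyGlo luminescence gave expression; GF-AFC fluorescence gave viability.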
* hit, by the source's call; ? = inconclusive; [ ] = remark or other dose. Calls come from the whole dose curve; as a rule, active = well fitted curve in the direction sought with a large enough effect; inconclusive = small, poorly fitted or top-dose-only effect, or another doubt; inactive = no such curve, though single readings can be large; an effect the other way counts as inactive or inconclusive. % is set by controls: 0 for no effect and ±100 for the full control effect; potency is the fitted concentration of half-maximal effect. A portion of the library; rates above refer to the full screens.

Order of results – KB-3-1 cytotox | KB-V1 cytotox | ATXN2 expr inh
> CCc1cccc(C)c1NC(=O)CN1C(=O)C2(SCC(=O)N2c2cccc(F)c2)c2ccccc21 (stereo not given)
 : -2.2% | 0.0% | 0.1%
> Cc1ccc(C)c(N2CCN(C(=O)NCc3noc4ccccc34)CC2)c1
 : 8.2% | -6.1% | 4.3%
> CCc1nn(CC(=O)NCCC(C)C)c(=O)c2cc3occc3n12
 : 3.5% | -0.1% | 7.5%
> Cc1cccc(NC(=O)CS(=O)(=O)c2cccc3nsnc23)c1
 : -1.1% | -10.7% | -15.1%
> COc1ccc(C(=O)Nc2nc3c(s2)Cc2c(Br)ccc(OC)c2-3)cc1OC
 : ? | 18.5% | -16.2%
> Cc1oc2c(c1C(=O)Nc1cccc(Br)c1)C1=NCCN1C=N2
 : -3.7% | 19.7% | -4.4%
> CCN1CCN(c2ncc3c(n2)CCN(Cc2ccc(Br)s2)C3)CC1
 : ? | 0.0% | -9.3%
> Cc1ccc(-c2c3c(=O)n(C)c(=O)n(C)c3c3c(C)nc4ccccc4n23)cc1
 : -5.8% | -4.3% | 0.6%
> N#C/C(=C/c1ccc(Cl)cc1)c1nc(-c2ccc(Br)cc2)cs1
 : 0.1% | -2.4% | 9.9%
> CCOC(=O)c1cc(S(=O)(=O)N2CCN(c3cc(Cl)ccc3C)CC2)[nH]n1
 : 4.9% | -0.9% | -18.0%
> Cc1cc(=O)n(Cc2cccc(Br)c2)c2c1c(C)nn2-c1ccccc1
 : 2.5% | ? | 12.5%
> COc1ccc(-c2cc(C(F)(F)F)nc(SCC(=O)N3CCC(C)CC3)n2)cc1
 : -7.9% | -4.4% | -5.1%
> COc1ccc(NC(=O)C(NC(=O)C2CCC(C)CC2)C(C)C)cc1 (stereo not given)
 : 11.3% | 0.0% | 8.7%
> CC1CCN(S(=O)(=O)c2ccc3c(c2)c(=O)c(C(=O)NCCc2ccccc2)cn3C)CC1
 : -5.7% | -9.0% | 3.1%
> Fc1ccc(-n2ncc3c(Nc4ccc(Oc5ccc(Cl)cc5)cc4)ncnc32)cc1
 : -0.4% | -3.9% | 2.3%
> CC(C)Cn1c(/C=C/c2ccc(F)cc2)nc2ccccc21
 : ? | ? | -3.0%
> COc1ccc(CNC(=O)Cn2ncc3c(=O)oc4ccccc4c32)c(OC)c1
 : -6.4% | 12.6% | -7.2%
> COc1cccc(CNC(=O)NCc2noc3ccc(C)cc23)c1
 : 10.9% | 6.5% | -2.6%
> Cc1cc(C)c(Cn2c(=O)n(-c3ccccc3Cl)c(=O)c3c(C)c(C(=O)N(C)C)sc32)c(C)c1
 : -1.0% | 0.8% | 6.4%
> CCCOc1ccc(C(=O)Nc2ccc3nn(-c4ccc(OC)c(Cl)c4)nc3c2)cc1
 : 1.8% | 11.1% | -5.4%
> O=C(NCCc1ccc(Cl)cc1)C1CCN(S(=O)(=O)c2ccc3[nH]ccc3c2)CC1
 : 4.3% | 10.4% | -23.9%
> C=Cc1ccc(CN2C(=O)N(c3ccc(CC)cc3)S(=O)(=O)c3ccccc32)cc1
 : ? | -24.7% | 4.0%
> CCS(=O)(=O)c1ncc(Cl)c(C(=O)Nc2ccccc2)n1
 : ? | 3.0% | 11.2µM*
> Cc1ccc(-c2nc3ncccc3o2)cc1NC(=O)COc1ccc(C(C)C)cc1
 : -10.0% | ? | ?
> Cc1ccc(-c2noc(-c3ccccc3OCC(=O)Nc3ccccc3[N+](=O)[O-])n2)cc1
 : 5.4% | 2.5% | 0.0%
> Cc1ccc(Cl)cc1NC(=O)c1cc(-c2ccc3c(c2)OCCO3)on1
 : -0.3% | 14.7% | 41.7%[activator]
> COc1ccc2c(c1)cc(CNc1ccc(OC)c(OC)c1)c(=O)n2CC(=O)Nc1ccccc1C
 : 10.2% | -15.7% | 10.2%
> COc1cc(OC)c(OC)cc1CNCCCSc1nnnn1C
 : 7.2% | ? | -6.5%
> COc1ccc(-c2cc(C(F)(F)F)n3nc(C(=O)Nc4cc(C)ccc4C)cc3n2)cc1
 : ? | 5.5% | 6.1%
> COc1ccc(NC(=O)CCc2nc3cccnc3n2-c2ccccc2)cc1Cl
 : -24.1% | 2.4% | -28.8%
> Cc1cccc(CSc2cn(CC(=O)N3CCCCCC3)c3ccccc23)c1
 : -18.8% | ? | 10.8%
> CCOc1cc(C2c3c(oc4ccc(F)cc4c3=O)C(=O)N2Cc2ccc(C)cc2)ccc1O (stereo not given)
 : 8.0% | 6.8% | 11.4%
> CCc1cccc(NC(=O)c2cc3c(=O)oc4ccc(C)cc4c3s2)c1
 : 7.3% | 26.8% | -4.8%
> COc1cc(-c2oc3ccc(C)cc3c(=O)c2O)cc(OC)c1OC
 : ? | 23.1µM* | ?
> Cc1nn2c3c(cnc2c1-c1ccc(Cl)cc1)C(=O)CC(c1ccc(C(C)C)cc1)C3 (stereo not given)
 : 5.7% | 16.2% | -6.4%
> CCOC(=O)c1cc(OC(=O)c2ccccc2C)n(-c2ccccc2)n1
 : 5.5% | 0.8% | 19.0%
> COc1ccc(CCNC(=O)CCn2c(=O)c3ccccc3n(CC(=O)Nc3cccc(C)c3)c2=O)cc1OC
 : 7.4% | 25.6% | 9.8%
> CCOc1ccccc1NC(=O)CN(CCc1ccccc1)S(=O)(=O)c1ccc(C)cc1
 : -10.7% | -28.4% | 5.4%
> COc1cccc(-c2nnc3n(CCc4ccccc4)c(=O)c4ccccc4n23)c1O
 : 0.5% | 0.0% | 0.9%
> CCc1cccc(C)c1NC(=O)C(C)Sc1nc2c(c(=O)[nH]1)CCCC2 (stereo not given)
 : -8.2% | 13.5% | 0.5%
> Cc1cccc(N2CCN(CCCNC(=O)c3nnc(Cc4c(F)cccc4Cl)o3)CC2C)c1 (stereo not given)
 : -9.5% | 0.0% | 0.0%
> COc1cc(NC(=O)CC(c2ccc(C)cc2)N2Cc3ccccc3C2=O)cc(OC)c1 (stereo not given)
 : -8.6% | ? | -5.1%
> CCOc1ccc(S(=O)(=O)N2CCN(c3cc(Cl)ccc3Cl)CC2)c2ccccc12
 : -28.1% | ? | -7.8%
> CCc1nnc(NC(=O)c2nc(SC)ncc2Cl)s1
 : 1.5% | -12.4% | 6.7%
> Cc1ccc(OCC(=O)Nc2nnc(S(=O)(=O)N3c4ccccc4CC3C)s2)cc1 (stereo not given)
 : 0.8% | 8.0% | -10.2%
> CC1(C)CC(=O)c2cc(-c3nc(-c4ccc(Cl)cc4)cs3)c(=O)[nH]c2C1
 : 5.5% | 5.9% | 0.3%
> COc1ccc(NC(=O)CN(c2ccc(C)cc2)S(=O)(=O)c2cccs2)cc1OC
 : 4.4% | 15.5% | -4.8%
> O=c1c(-c2cc(-c3ccccc3)nc3c2COc2ccccc2-3)coc2ccc(Cl)cc12
 : 6.8% | 4.3% | 6.1%
> Cc1ccc(OCc2nc3ccccc3n2CCOc2ccc(Cl)cc2)cc1
 : ? | ? | ?
> COc1cccc(CNC(=O)c2ccc3c(Cl)c4c(nc3c2)CCCC4)c1
 : 8.2% | -11.6% | -26.0%

(cont.)
Order of results – KB-3-1 cytotox | KB-V1 cytotox | ATXN2 expr inh
> Cc1ccc2onc(CNC(=O)N3CCN(c4cccc(C)c4C)CC3)c2c1
 : -4.3% | 0.0% | ?
> COC(=O)c1sc(N2C(=O)c3oc4ccc(C)cc4c(=O)c3C2c2ccc(O)c(OC)c2)nc1C (stereo not given)
 : -5.9% | 18.8% | 7.1%
> CN(CC(=O)Nc1ccc(Cl)cc1F)S(=O)(=O)c1ccc2c(c1)n(C)c(=O)c(=O)n2C
 : 4.2% | 0.6% | 6.7%
> CCCc1nn2c(=O)cc(COc3ccc(/C=C(\C#N)C(=O)Nc4ccc(F)cc4)cc3)nc2s1
 : -3.4% | ? | -6.7%
> CCC(C)n1c(=N)c(S(=O)(=O)c2ccccc2)cc2c(=O)n3ccccc3nc21 (stereo not given)
 : -14.5% | ? | 0.9%
> CC(C)c1ccc(NC(=O)c2cc(S(=O)(=O)NC3CCCCC3)ccc2F)cc1
 : ? | ? | ?
> Cc1noc2ncnc(NCc3ccc(Cl)cc3)c12
 : -7.1% | 6.0% | -25.3%
> COc1ccc(NC(=O)c2cnc(N3CCCC3)nc2)cc1OC
 : 5.7% | -1.7% | -6.6%
> CCOc1ccc(C2C(C(=O)Nc3ccccc3)=C(C)Nc3nc(-c4ccccc4)nn32)cc1OC (stereo not given)
 : 0.0% | 0.0% | -1.5%
> COc1cc(OC)c(NC(=O)CCc2c(C)nc3c4c(C)cc(C)nc4nn3c2C)cc1Cl
 : 8.5% | 0.0% | 4.1%
> Cc1ccc(-c2cc(C(=O)Nc3c(C(=O)c4ccccc4)oc4ccccc34)no2)cc1F
 : 11.6% | -13.4% | -0.5%
> Cc1cc(C)cc(OCC(=O)NCC(c2ccc(Cl)cc2)N2CCCCC2)c1 (stereo not given)
 : -11.6% | -15.7% | ?
> CCN(CC)CCNC(=O)C(=O)NCC(c1cccnc1)N1CCN(c2ccc(F)cc2)CC1 (stereo not given)
 : 11.8% | 0.0% | 4.6%
> CC(=O)N1CCc2cc(CNC(=O)Nc3ccccc3C(F)(F)F)ccc21
 : 0.2% | 23.1% | 24.6%
> COc1ccc(NS(=O)(=O)c2ccc3c(c2)CCN3C(=O)CCC(=O)O)cc1Cl
 : 8.7% | 8.4% | 13.6%
> Cc1cccc(NC(=O)Cn2c(SCC(=O)NCc3ccccc3)nc3ccccc32)c1C
 : 0.0% | 8.7% | -11.5%
> CCOC(=O)c1ccccc1NC(=O)CN1C(=O)CC(c2ccco2)Sc2ccccc21 (stereo not given)
 : -14.6% | ? | -23.7%
> O=C(Cc1ccc(Cl)cc1)Nc1nnc2n1CCS2
 : 16.3% | -0.9% | 7.6%
> Cc1nn(C)c2c1c(C(F)(F)F)cc(=O)n2CC(=O)N1CCN(c2ccccc2F)CC1
 : 10.1% | 19.4% | -20.1%
> Cc1ccccc1NC(=O)CCn1nc(-c2ccccc2)c2ccccc2c1=O
 : 2.9% | -27.2% | -24.4%
> COc1cccc(-c2nc(SCc3cccc(Br)c3)n3[nH]c(=O)cc3n2)c1
 : -1.7% | ? | 8.3%
> COc1cccc(CNC(=O)N2CCc3c(sc4c3CCCC4)C2c2ccc(F)cc2)c1 (stereo not given)
 : ? | -32.5% | -18.3%
> COc1cccc(N2CCN(C(=O)Cn3ncc4c5ccccc5n(C)c4c3=O)CC2)c1
 : 3.3% | 27.2% | 3.3%
> Cc1ccc(NC(=O)C(Cc2c[nH]c3ccccc23)NC(=O)OC(C)(C)C)c(C)c1 (stereo not given)
 : 8.7% | -2.0% | ?
> COc1ccc(C2=CC(c3ccccc3F)n3ncc(C(=O)Nc4ccc(C)cc4)c3N2)cc1 (stereo not given)
 : 0.2% | 0.0% | 2.8%
> CCOc1ccc(NC(=O)CCc2c(C)nc3c(-c4ccccc4)c(C)nn3c2C)cc1
 : 4.2% | 13.6% | 5.4%
> CC1=C(C(=O)Nc2ccc(C)cc2C)C(c2ccc(O)cc2)n2nc(SCC(=O)c3ccc(C)cc3)nc2N1 (stereo not given)
 : -15.9% | ? | 0.9%
> Cc1c(C(=O)Nc2ccc(Br)cc2F)sc2ncnc(N(C)C3CCCCC3)c12
 : -3.7% | -8.2% | 15.1%
> Cc1ccc(S(=O)(=O)c2nc(-c3cccc(Br)c3)oc2N2CCCCCC2)cc1
 : -1.0% | -17.1% | 9.5%
> CCOC(=O)c1sc2ncn(CC(=O)Nc3cc(C)cc(C)c3)c(=O)c2c1C
 : 0.0% | -17.5% | 11.1%
> CCN(CCCNC(=O)c1cc2cc3cc(OC)ccc3nc2s1)c1ccccc1
 : ? | 0.2% | 7.8%
> O=C(c1ccc2c(c1)N(Cc1ccc(Cl)cc1)C(=O)c1ccccc1S2=O)N1CCC(Cc2ccccc2)CC1 (stereo not given)
 : ? | ? | ?
> Cc1ccc(C)c(NC(=O)CSc2nc(-c3ccccc3)c(C#N)c(=O)[nH]2)c1
 : 10.7% | ? | 1.3%
> O=C(NCc1cccc(F)c1)C1CCN(c2nc3ccccc3nc2C(F)(F)F)CC1
 : -0.1% | 2.6% | -9.5%
> COC(=O)c1ccccc1NC(=O)Cn1c(=O)n(CCCCC(=O)NCc2ccc3c(c2)OCO3)c(=O)c2ccccc21
 : 0.1% | 27.6% | 0.2%
> COC(=O)c1cc2occc2n1CC(=O)Nc1ccc(C(C)C)cc1
 : -0.2% | 20.1% | 2.4%

Part of the list above with just KB-3-1 cytotox and KB-V1 cytotox:
SMILES	KB-3-1 cytotox	KB-V1 cytotox
O=C(NCc1cccc(F)c1)C1CCN(c2nc3ccccc3nc2C(F)(F)F)CC1	-0.1%	2.6%
COC(=O)c1cc2occc2n1CC(=O)Nc1ccc(C(C)C)cc1	-0.2%	20.1%
